Source: PubChem (National Center for Advancing Translational Sciences (NCATS))
Pol iota inh: qHTS for Inhibitors of Polymerase Iota; Pol iota fluorescent replication assay, 10 min; AID 588590, 2011; Potency, µM (titrated, usually from 115 µM), without a hit: at the top dose activity, negative = inhibition, hits mostly inhibitors; 390,000 tested, 1% active; DNA polymerase iota (Homo sapiens), Q9UNA4
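Fluorescent replication assay read twice, at 0 min and 10 min after adding 50 nM (final) substrate. Enzyme (10 nM) and compounds were first incubated 15 min at room temperature; enzyme-free buffer wells were negative controls.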
Pol beta inh: qHTS Assay for Inhibitors of DNA Polymerase Beta; AID 485314, 2010; P06746; 340,000 tested, 1.3% active; Pol beta primer extension/strand displacement, fluorescence kinetic; Potency, µM (series often up to 114 µM), for the others: top-dose activity change, negative = inhibition, hits mostly inhibitors; also: % is scaled to controls: 0 for no effect and ±100 for the full control effect
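10 nM enzyme + cpd, 15 min RT; start with substrate 50 nM final; read 0 min and after 10 min RT. Corrected, normalized data; 4-parameter Hill curve fit.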
Pol eta inh: qHTS for Inhibitors of Polymerase Eta | recombinant Pol eta, fluorescent DNA replication assay | Potency, µM (highest dose often 114 µM), without a hit: at the highest dose activity change, negative = inhibition, actives largely listed as inhibitors | 390,000 tested, 1.2% active | AID 588591, 2011; also: % is scaled to controls: 0 for no effect and ±100 for the full control effect
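Fluorescent replication assay: 50 nM final substrate added after a 15 min room-temperature compound preincubation with 10 nM enzyme. Signal taken at 0 min and again at 10 min.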
POLK inh: qHTS for Inhibitors of Polymerase Kappa | Potency, µM (series often up to 107 µM), for the others: top-dose activity, negative = inhibition, most hits filed as inhibitors | DNA polymerase kappa (Homo sapiens), Q9UBT6 | purified Pol kappa, fluorescent DNA synthesis assay, 10 min | 400,000 tested, 0.53% active; also: % is scaled to controls: 0 for no effect and ±100 for the full control effect
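First, compounds were pin-transferred onto 10 nM Pol kappa. After 15 min at room temperature, substrate was added to 50 nM final. Fluorescence was then measured kinetically at 0 and 10 min.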
BAZ2B block: qHTS Assay for Inhibitors of BAZ2B; Bromodomain adjacent to zinc finger domain protein 2B (Homo sapiens), Q9UIF8; AlphaScreen BAZ2B-H3K14Ac peptide displacement; Potency, µM (highest dose often 114 µM), for inactives: at the highest dose activity change, negative = inhibition, most hits filed as inhibitors; 360,000 tested, 4.4% active; AID 504333, 2011; also: % is scaled to controls: 0 for no effect and ±100 for the full control effect; nearly all actives have a fitted effect of over 60% in size
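BAZ2B (50 nM) with biotin-H3(5-23)K14Ac peptide (50 nM) in PBS pH 7.4, 0.01% Tween-20, preformed 30 min, then compound 30 min at room temperature; top concentration 110uM. AlphaScreen streptavidin donor/nickel chelate acceptor beads (10 ug/mL final), 20 min dark, signal read.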
BLM helicase inh: qHTS Assay for Inhibitors of Bloom's syndrome helicase (BLM). recombinant BLM DNA unwinding, fluorescence dequenching. 350,000 tested, 0.2% active. Potency, µM (highest dose often 56.1 µM), for the others: top-dose activity change, negative = inhibition, usual class: inhibitors;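 also: plate controls were vehicle for no effect and no enzyme for full effect; nearly all actives have a fitted effect of over 35% in size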
APE1 inh: qHTS Assay for Inhibitors of the Human Apurinic/apyrimidinic Endonuclease 1 (APE1). DNA repair nuclease/redox regulator APEX1 (Homo sapiens), P27695. recombinant APE1, TAMRA/BHQ-2 abasic DNA cleavage fluorescence. Potency, µM (highest dose often 65.8 µM), for the others: top-dose activity change, negative = inhibition, most hits filed as inhibitors. 350,000 tested, 0.35% active;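 also: plate controls were vehicle for no effect and reference inhibitor for full effect; nearly all actives have a fitted effect of over 55% in size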
Target sequence (P27695 whole entry, looked up): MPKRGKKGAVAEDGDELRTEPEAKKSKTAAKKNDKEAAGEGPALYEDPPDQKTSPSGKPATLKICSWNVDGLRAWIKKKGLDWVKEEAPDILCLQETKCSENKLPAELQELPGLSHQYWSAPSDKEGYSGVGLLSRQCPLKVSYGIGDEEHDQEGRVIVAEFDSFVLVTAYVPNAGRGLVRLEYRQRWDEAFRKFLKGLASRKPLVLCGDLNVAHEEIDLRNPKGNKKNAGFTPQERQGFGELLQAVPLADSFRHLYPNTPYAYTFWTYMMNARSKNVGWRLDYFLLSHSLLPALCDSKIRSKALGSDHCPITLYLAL
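Kinetic fluorescence read (525 ex/598 em nm, three reads 60 s apart) of AP-site incision; signal = third minus first read. Enzyme 0.75 nM, dual-labelled THF duplex 50 nM, compound preincubation 15 min RT.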
Anesthetic bind: qHTS Assay for Identification of Novel General Anesthetics; 350,000 tested, 0.074% active; Potency, µM (top dose mostly 77.5 µM), for the others: at the highest dose activity change, negative = displacement, usual class: inhibitors; Ferritin light chain (Equus caballus), P02791; AID 485281, 2010; apoferritin/1-aminoanthracene competitive binding, fluorescence; also: % is scaled to controls: 0 for no effect and ±100 for the full control effect; nearly all actives have a fitted effect of over 20% in size
Target sequence (P02791 2-175 limits assumed): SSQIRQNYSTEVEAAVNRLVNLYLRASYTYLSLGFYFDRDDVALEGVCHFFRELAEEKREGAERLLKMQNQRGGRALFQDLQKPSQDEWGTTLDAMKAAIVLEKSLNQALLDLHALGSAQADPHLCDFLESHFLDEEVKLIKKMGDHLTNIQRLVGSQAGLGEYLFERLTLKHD
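Probe: 1-aminoanthracene (50% saturated, PBS). Protein: horse-spleen apoferritin, 10 uM. Incubation: 10 min, room temperature. Detection: 380 nm excitation, 535 nm emission. Analysis: normalized response, four-parameter Hill.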
G9a block: qHTS Assay for Inhibitors of Histone Lysine Methyltransferase G9a; 350,000 tested, 8.8% active; G9a H3K9 monomethylation, AlphaScreen, 2 h; Potency, µM (doses to about 102 µM), without a hit: top-dose activity, negative = inhibition, usual class: inhibitors; Histone-lysine N-methyltransferase EHMT2 (Homo sapiens), Q96KQ7; also: % is scaled to controls: 0 for no effect and ±100 for the full control effect; nearly all actives have a fitted effect of over 75% in size
Target sequence (Q96KQ7 913-1193 limits assumed): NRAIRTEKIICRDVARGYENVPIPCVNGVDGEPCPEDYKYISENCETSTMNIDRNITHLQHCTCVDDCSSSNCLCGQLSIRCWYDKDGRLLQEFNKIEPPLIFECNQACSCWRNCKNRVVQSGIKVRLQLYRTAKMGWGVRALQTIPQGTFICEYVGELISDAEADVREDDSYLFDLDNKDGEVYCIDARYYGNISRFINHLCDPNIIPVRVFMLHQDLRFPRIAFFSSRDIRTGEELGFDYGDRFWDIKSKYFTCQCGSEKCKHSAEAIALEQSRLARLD
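Methyltransferase reactions run at room temperature for 2 h (20 nM enzyme, 500 nM biotin-H3K9 peptide, 20 uM SAM) after a 15 min compound preincubation; product detected by AlphaScreen beads and anti-H3K9me1 antibody.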
* marks the source's active call; other numbers are inactive results; ? = inconclusive; nt = not tested or not shown; [ ] = remark or other dose. Calls follow the shape of the dose curve; as a rule, active = well fitted curve in the direction sought with a large enough effect; inconclusive = small, poorly fitted or top-dose-only effect, or another doubt; inactive = no such curve, though single readings can be large; an effect the other way counts as inactive or inconclusive. Potency is read from the fitted curve at half-maximal effect. A portion of the library (hit frequency here may not be typical).

SMILES | Pol iota inh | Pol beta inh | Pol eta inh | POLK inh | BAZ2B block | BLM helicase inh | APE1 inh | Anesthetic bind | G9a block
Cc1ccc(NC(=O)CNCCCN2CCOCC2)cc1S(=O)(=O)N1CCCCC1 | 19% | 13% | 3% | -13% | 50µM* | -3% | 0% | -8% | 14µM*
CCOc1ccc(/C(O)=C2/C(=O)C(=O)N(CCOCCO)C2c2ccc(F)cc2)cc1 (stereo not drawn) | 24% | 24% | -13% | -3% | -10% | -2% | -3% | -18% | ?
O=C(CN1C(=O)CCC1=O)NNc1ccc2ccccc2c1 | 7% | -14% | -8% | -14% | -16% | -4% | -11% | -8% | 8.9µM*
CCCn1nc(C(=O)NNC(=O)c2ccc(OC(F)F)cc2)c2ccccc2c1=O | -16% | nt | -12% | 8% | nt | nt | 47% | nt | nt
CCCC(=O)Nc1ccc(C(=O)n2ccc(C)n2)cc1 | 189%[activator] | 7% | -6% | -12% | -21% | -2% | 13% | -2% | -14%[0.501 µM]
CN1CCN(c2ncc3nc(-c4cn(C)c5ccccc45)c(=O)n(CCC#N)c3n2)CC1 | nt | nt | nt | -4%[60.1 µM] | nt | -5% | -4% | nt | 4%[0.501 µM]
CC(C)N1CCC(=NNC(=O)c2ccc(Br)o2)CC1 | 4% | 34% | 11% | -17% | 11% | 0% | 2% | -9% | 15%
Cc1ccccc1NC(=O)CSc1nn2c(=O)c(C)nnc2s1 | 117%[activator] | -28% | -4% | -9% | ? | 2% | 0% | -7% | 23%
Cc1cc(C(=O)Nc2nc3ccc(Cl)cc3s2)nn1C | 36%[activator] | 23% | -1% | -5% | -2% | -4% | -1% | -6% | -41%
COc1cccc(NC(=O)CN(C)C(=O)CCCc2nc3ccccc3s2)c1 | -42% | nt | -3% | -22% | 0% | nt | 15% | nt | -1%
O=S(=O)(CCc1nc2ccccc2o1)c1ccc(Cl)c(Cl)c1 | 2% | 6% | 1% | -1% | 0% | 0% | 2% | -8% | 10%[59 µM]
Cc1ccccc1-c1noc(-c2ccc(Cl)cc2)n1 | 9% | 5% | 4% | -8% | -5% | -4% | 2% | -11% | 0%

Reformatted tab-delimited: entries from further up.
Molecule	Pol iota inh	Pol beta inh	Pol eta inh	POLK inh	BAZ2B block	BLM helicase inh	APE1 inh	Anesthetic bind	G9a block
Cc1ccccc1NC(=O)CSc1nn2c(=O)c(C)nnc2s1	117%[activator]	-28%	-4%	-9%	?	2%	0%	-7%	23%
O=S(=O)(CCc1nc2ccccc2o1)c1ccc(Cl)c(Cl)c1	2%	6%	1%	-1%	0%	0%	2%	-8%	10%[59 µM]
Cc1ccc(NC(=O)CNCCCN2CCOCC2)cc1S(=O)(=O)N1CCCCC1	19%	13%	3%	-13%	50µM*	-3%	0%	-8%	14µM*

(more compounds)
SMILES | Pol iota inh | Pol beta inh | Pol eta inh | POLK inh | BAZ2B block | BLM helicase inh | APE1 inh | Anesthetic bind | G9a block
Cc1ccc(NC2CCCN(C(=O)c3cn4cc(Cl)ccc4n3)C2)cc1C (stereo not drawn) | -6% | 4% | -2% | -10% | ? | -1% | 53%[activator] | ? | ?
O=S(=O)(Nc1cccc(S(=O)(=O)N2CCOCC2)c1)c1ccc2c(c1)OCCO2 | -22% | 1% | -2% | -8% | nt | 4% | -2% | 0% | 21%
C=CCOc1ccc(/C=C/C(=O)OCC(=O)N2CCN(C(C)=O)CC2)cc1 | -10% | nt | 2% | -6% | nt | nt | -4% | nt | nt
CC(=O)c1sc(NC(=O)c2ccc(Cn3cc(Br)cn3)o2)nc1C | ? | ? | ? | ? | -8% | -2% | -7% | 0% | 45µM*
CCOC(=O)C1CCN(CC(=O)Nc2c(C(=O)OC)[nH]c3cccc(C)c23)CC1 | 25% | 31% | -21% | 2% | 10% | 0% | -10% | -16% | -6%
COc1ccc(NC(=O)c2ccc3oc(=O)c(S(=O)(=O)c4ccc(F)cc4)cc3c2)cc1OC | -18% | 37% | -3% | -1% | -14% | -8% | nt | -10% | -4%[59 µM]
O=[N+]([O-])c1cc2c(cc1[N+](=O)[O-])OCCOCCOCCOCCO2 | 8% | -13% | -13% | 11%[60.1 µM] | -20% | -7% | 7% | -7% | -30%
Cc1ccc(C)c(N2CCN(S(=O)(=O)c3cc(C(=O)Nc4cc(Cl)cc(Cl)c4)ccc3F)CC2)c1 | -7% | -8% | -2% | -8%[60.1 µM] | 2% | -8% | nt | 2% | 1%[59 µM]
COc1cccc(CN(C)C(=O)c2cc(S(=O)(=O)N3CCN(c4ccccc4)CC3)ccc2Cl)c1 | -1% | 85% | -24% | -9% | -32% | -6% | 7% | -16% | ?
Cc1ccc(S(=O)(=O)Nc2cccc(C(=O)NCCCN3CCCC3=O)c2)cc1F | 40%[activator] | nt | -9% | -16% | -6% | nt | 4% | nt | -2%
CSc1ncccc1C(=O)N1CCN(S(=O)(=O)c2ccc(C)cc2)CC1 | 148%[activator] | 9% | -10% | 0% | -15% | -1% | 18% | -8% | 25%
CCc1ccc(C(=O)c2cn(Cc3ccccc3)c3cc(OC)c(OC)cc3c2=O)cc1 | 6% | 19% | -10% | -4% | ? | 0% | nt | ? | -30%[59 µM]
CS(=O)(=O)N1CCC(C(=O)Nc2cc(Cl)cc(Cl)c2)CC1 | 28% | -9% | -4% | -16% | -3% | -2% | 0% | -3% | 1%[59 µM]
Cc1cc(C)n(-c2ccc(NC(=O)C3CCCCN3C(=O)c3sccc3C)cc2)n1 (stereo not drawn) | 11% | -13% | -5% | -12% | -23% | -1% | 59%[activator] | -23% | 16%
O=S(=O)(NCCc1csc(-c2ccccc2)n1)c1cccnc1 | 31%[activator] | 7% | 1% | 4% | -3% | 1% | 11% | -2% | nt
O=C(N/N=C/c1ccc(OCc2ccccc2)cc1)c1ccc(O)cc1 | 122%[activator] | 2% | -26% | -8% | -5% | -3% | 0% | ? | 7%
Cc1cccc(C)c1N=Cc1c(C(F)(F)F)[nH][nH]c1=O | 20% | -22% | -14% | 9% | -26% | -9% | 0% | -8% | -29%
Cc1ccccc1NC(=S)NNC(=O)c1ccoc1C | 3%[58.9 µM] | 8% | -14% | -2% | 1% | -2% | -2% | -3% | 25%[59 µM]
CCOc1cccc2sc(Cl)nc12 | 107%[activator] | -22% | -20% | -2% | -30% | -9% | -5% | -24% | ?
COC(=O)C1=C(C(=O)OC)SC2(S1)C(C(=O)OC)=C(C(=O)OC)SC1=C2c2cc(C)ccc2NC1(C)C | ? | -1% | 11% | -16% | ? | -2% | 2% | ? | ?
O=C(CNC(c1ccccc1)c1ccccc1)NCc1ccccc1Cl | -7% | -21% | -13% | -7% | 15% | -11% | 19% | 1% | 1%[2.33 µM]
O=C(CSc1nc2ncccc2[nH]1)NCc1ccccc1 | -12% | -18% | 2% | -6% | -5% | -1% | ? | -10% | -2%
CCCOc1ccc(-c2nnn(CC(=O)N3CCCC(C)C3)n2)cc1 (stereo not drawn) | -20% | 1% | -17% | 7% | -1% | -4% | -7% | 5% | -4%[12.7 µM]
CC(=O)c1ccc(N2CCN(C(=O)Cn3ncc4c3-c3ccccc3OC4)CC2)cc1 | 11% | -4% | -13% | -3% | -17% | -2% | nt | -2% | -8%[59 µM]
CS(=O)(=O)NCCCNc1ccc(C(F)(F)F)cc1[N+](=O)[O-] | -4% | -1% | -13% | 19% | -33% | -2% | 3% | -6% | -21%
Cc1cc(C)c(CN2CCC(n3nccc3NC(=O)C3CCCC3)CC2)cc1C | 0% | 10% | -13% | 7% | -16% | 0% | -12% | -15% | 7%[0.501 µM]
COc1ccc(NC(=O)N2CCCC(C(=O)Nc3ccccc3OC)C2)cc1 (stereo not drawn) | 29% | 18% | -19% | -7% | -13% | -1% | 14% | -2% | 0%
Cc1cc(C(=O)N2CCc3ccccc3C2)n[nH]1 | 2% | 25% | -6% | -2% | 0% | 2% | 62%[activator] | -7% | 27%
Cc1onc(-c2ccccc2Cl)c1C(=O)OCC(=O)N1CCC(C)CC1 | 14% | nt | -15% | -5% | nt | nt | 24% | nt | nt
COc1cccc(NC(=O)CSc2nc(=O)n(Cc3ccncc3)c3c2CCC3)c1 | 27% | 6% | ? | -7%[60.1 µM] | -2% | 2% | nt | -3% | -1%[59 µM]
O=C(Cn1c(=O)n2nc(-c3cccc(F)c3)nc2c2ccccc21)NCc1ccc(Cl)cc1 | 4% | 0% | 3% | -6%[60.1 µM] | -8% | 0% | nt | -5% | -15%[59 µM]
Cn1cc(CN2CCN(CC(C)(C)C)C(CCO)C2)c2ccccc21 (stereo not drawn) | 1% | 37% | -16% | -10% | -17% | -2% | 13% | -10% | 8%
Cn1nc(C(F)(F)F)c(CN2CC(C)(C)C2=O)c1N1CCOCC1 | 132%[activator] | 1% | -7% | -5% | -1% | -1% | 1% | -4% | 9%
CC(=O)c1cccc(NC(=O)NNC(=O)CCC(=O)Nc2ccc(C)c(C)c2)c1 | 104%[activator] | 0% | -9% | -6% | 10% | -1% | ? | ? | -41%
CCN(CC)c1ccc(S(=O)(=O)N2CCOCC2)cc1NC(=O)COC(=O)c1ccco1 | 21% | nt | -6% | 5% | 3% | nt | 18% | nt | 3%
Nc1ncc(Br)cc1S(=O)(=O)NCCC(=O)NCCc1ccc(Cl)cc1 | 43%[activator] | -23% | -25% | -7% | -24% | 0% | 55% | -4% | 7%

Whole records, looked up by structure. Order of values: Pol iota inh | Pol beta inh | Pol eta inh | POLK inh | BAZ2B block | BLM helicase inh | APE1 inh | Anesthetic bind | G9a block
`Cc1cc(C)c(CN2CCC(n3nccc3NC(=O)C3CCCC3)CC2)cc1C` across the screens: 0% | 10% | -13% | 7% | -16% | 0% | -12% | -15% | 7%[0.501 µM]
`COc1cccc(NC(=O)CSc2nc(=O)n(Cc3ccncc3)c3c2CCC3)c1` across the screens: 27% | 6% | ? | -7%[60.1 µM] | -2% | 2% | nt | -3% | -1%[59 µM]
